EPAC1 antag = qHTS for Antagonist of cAMP-regulated guanine nucleotide exchange factor 3 (EPAC1): primary screen | Rap guanine nucleotide exchange factor 3 (Homo sapiens), O95398 | AID 720709, 2013 | Potency, µM (top dose mostly 115 µM), without a hit: at the highest dose activity change, negative = inhibition, usual class: inhibitors | EPAC1 GEF assay, Rap1b-BODIPY-GDP exchange fluorescence | 360,000 tested, 0.14% active;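 further: potency means the concentration at half of the fitted maximal effect; plate controls were vehicle for no effect and positive control for full effect; nearly all actives have a fitted effect of over 50% in size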
Abeta yeast res = qHTS for compounds that reverse cellular toxicity of Amyloid beta (A-beta) peptide in yeast: Primary Screen; 410,000 tested, 0.063% active; Potency, µM (series often up to 46.1 µM), for the others: top-dose growth rescue, most hits filed as activators; AID 1347071, 2019; yeast expressing A-beta42, growth rescue, OD600, 48 h; response scale: 0% DMSO, 100% iron-clioquinol control; further: potency means the concentration at half of the fitted maximal effect; nearly all actives have a fitted effect of over 55% in size
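Yeast growth medium received pinned compounds, then yeast cells expressing toxic A-beta were added; plates incubated at 30 C for 48 hr. Growth read as absorbance at 600 nm, normalized to DMSO and equimolar FeCl3 plus clioquinol controls.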
PI5P4K alpha inh = qHTS for Inhibitors of phosphatidylinositol 5-phosphate 4-kinase (PI5P4K); Phosphatidylinositol 5-phosphate 4-kinase type-2 alpha (Homo sapiens), P48426; PI5P4Kalpha enzyme, ADP-Glo luminescence, 60 min; active compounds read low; max response, %; 330,000 tested, 1.2% active; AID 652105, 2013; active means max response of -50% or lower; inconclusive means between -30% and -50%; inactive means -30% or higher; further: value at the top dose of about 77 µM; on the % scale 0 is the no-effect control and ±100 the full control effect
Target sequence (P48426 whole entry, looked up): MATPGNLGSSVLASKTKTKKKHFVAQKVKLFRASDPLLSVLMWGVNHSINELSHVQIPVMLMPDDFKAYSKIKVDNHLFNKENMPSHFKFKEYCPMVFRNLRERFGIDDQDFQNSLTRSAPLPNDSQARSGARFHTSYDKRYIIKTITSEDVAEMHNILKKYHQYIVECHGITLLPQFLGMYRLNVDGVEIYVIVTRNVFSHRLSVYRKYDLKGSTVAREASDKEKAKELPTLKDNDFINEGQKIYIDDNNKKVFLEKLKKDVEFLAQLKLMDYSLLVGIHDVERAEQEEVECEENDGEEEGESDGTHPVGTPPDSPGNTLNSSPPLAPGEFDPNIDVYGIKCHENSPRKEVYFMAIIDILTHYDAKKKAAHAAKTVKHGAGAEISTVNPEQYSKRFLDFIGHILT
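PI5P4Kalpha ADP-Glo assay; 5 microM ATP final; 60 min RT reaction; HEPES pH 7.4/EGTA/CHAPS, 5% DMSO; controls lacking substrate or enzyme; luminescent end-point.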
PLK1 PBD inh = qHTS for Inhibitors of PLK1-PDB (polo-like kinase 1 - polo-box domain): Primary Screen. 360,000 tested, 2.8% active. Potency, µM, inactives show max response, negative = inhibition, hits mostly inhibitors. Plk1 PBD binding of FITC phosphopeptide, fluorescence polarization. Serine/threonine-protein kinase PLK1 (Homo sapiens), P53350; further: potency means the concentration at half of the fitted maximal effect; series mostly up to about 57 µM; on the % scale 0 is the no-effect control and ±100 the full control effect; nearly all actives have a fitted effect of over 65% in size
Target sequence (P53350 whole entry, looked up, the tested form may be a part): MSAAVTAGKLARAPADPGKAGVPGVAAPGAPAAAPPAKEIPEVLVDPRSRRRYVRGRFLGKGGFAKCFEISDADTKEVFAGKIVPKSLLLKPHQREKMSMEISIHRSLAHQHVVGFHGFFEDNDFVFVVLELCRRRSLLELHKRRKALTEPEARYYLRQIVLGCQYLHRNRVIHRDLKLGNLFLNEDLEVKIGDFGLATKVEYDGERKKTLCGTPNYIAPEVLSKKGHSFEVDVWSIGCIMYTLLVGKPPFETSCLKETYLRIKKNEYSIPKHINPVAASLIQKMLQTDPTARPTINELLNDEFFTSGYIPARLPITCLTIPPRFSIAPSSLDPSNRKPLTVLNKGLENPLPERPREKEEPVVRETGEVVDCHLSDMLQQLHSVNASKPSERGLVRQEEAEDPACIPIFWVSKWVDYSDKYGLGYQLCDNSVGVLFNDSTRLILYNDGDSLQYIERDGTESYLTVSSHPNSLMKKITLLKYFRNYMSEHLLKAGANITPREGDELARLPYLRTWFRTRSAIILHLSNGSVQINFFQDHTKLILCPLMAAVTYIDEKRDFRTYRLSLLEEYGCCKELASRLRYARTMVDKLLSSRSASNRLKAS
IL-2 act = qHTS of IL-2 Activators. 360,000 tested, 0.065% active. IL-2 activation reporter assay, cell-based qHTS; stimulated with anti-CD3/CD4/CD28 beads; in transgenic mouse T cells. activation, % (series mostly up to about 46 µM); in the data active means activation above about 50%; inconclusive means mostly about 30% to 49%; further: 0% is about no effect
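Unstimulated transgenic mouse T cells, 750 per well, received compound and, after 60 minutes, anti-CD3/anti-CD4 bead plus anti-CD28 stimulation. EGFP and DsRed were quantified after 18 hours.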
WRN helicase inh = qHTS for Inhibitors of WRN Helicase | Bifunctional 3'-5' exonuclease/ATP-dependent helicase WRN (Homo sapiens), Q14191 | 360,000 tested, 0.46% active | Potency, µM (series often up to 114 µM), inactives show top-dose activity change, negative = inhibition, usual class: inhibitors | AID 651768, 2012 | WRN helicase unwinding, fluorescent forked duplex, kinetic; further: potency means the concentration at half of the fitted maximal effect; on the % scale 0 is the no-effect control and ±100 the full control effect; nearly all actives have a fitted effect of over 55% in size
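Fluorescence dequenching readout, ex 525 nm/em 598 nm, kinetic mode: forked duplex DNA (100 nM final) with adjacent fluorophore and quencher unwound by WRN (20 nM final) with 2 mM ATP. Compound preincubation 15 min, room temperature.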
FUS yeast rescue = qHTS for Suppressors of FUS Proteinopathy: Primary screen using FUS-linked yeast assay. S. cerevisiae FUS-expressing, growth rescue, OD600, 24 h. Potency, µM (doses to about 76.6 µM), for the others: top-dose growth rescue (activation), actives largely listed as activators. 390,000 tested, 0.24% active. AID 1347120, 2019;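 further: potency means the concentration at half of the fitted maximal effect; plate controls were DMSO vehicle for no effect and reference control for full effect; nearly all actives have a fitted effect of over 55% in size; some results filed as inactive show a strong effect at the top dose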
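Quantitative HTS measuring growth restoration of FUS-toxic yeast. Galactose-induced cells (OD 0.005) were exposed 24hr at 30C to compounds at several concentrations, then absorbance at 600 nm was recorded.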
EPAC1 ag = qHTS for Agonist of cAMP-regulated guanine nucleotide exchange factor 3 (EPAC1): primary screen. AID 720707, 2013. 360,000 tested, 0.073% active. EPAC1 agonist qHTS, biochemical assay; response scale: 100% = response to 6.5 mM cAMP. Potency, µM (highest dose often 154 µM), without a hit: at the top dose activation, most hits filed as activators. Rap guanine nucleotide exchange factor 3 (Homo sapiens), O95398; further: potency means the concentration at half of the fitted maximal effect; nearly all actives have a fitted effect of over 60% in size
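Normalized to 6.5 mM cAMP, activity reflects EPAC1-catalysed release of BODIPY-GDP from Rap1B, followed kinetically over 30 min at 480 nm excitation, 540 nm emission. Reaction contained 100 nM EPAC1, 250 nM Rap1B-BODIPY-GDP, 50 uM GDP.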
Starred values were filed as active, the others as inactive; ? = inconclusive; . = no result given; [ ] = another dose, or the depositor's remark. Unless noted, the call rests on the fitted dose curve; in most records, active means well fitted curve in the direction sought with a large enough effect; inconclusive means small, poorly fitted or top-dose-only effect, or another doubt; inactive means no such curve, though single readings can be large; an effect the other way counts as inactive or inconclusive.

Results follow in this order: EPAC1 antag	Abeta yeast res	PI5P4K alpha inh	PLK1 PBD inh	IL-2 act	WRN helicase inh	FUS yeast rescue	EPAC1 ag
- NC(=O)CSc1nnc(-c2cccs2)n1-c1ccccc1
→ -23.4%	-4.5%	.	-4.5%	2.5	-10.0%	?	3.4%
- CC(C)CCNC(=O)CCn1nc(-c2ccccc2)ccc1=O
→ 8.2%	1.6%	-2.3	7.0%	1.1	-1.3%	9.8%	-4.1%
- COC(=O)C1=C(C)Nc2ncnn2C1c1ccc(OC(=O)c2ccccc2)cc1 (stereo not given)
→ 9.8%	0.3%	.	-9.1%	0.1	9.8%	3.7%	-3.8%
- C=C(C)c1cccc(C(C)(C)NC(=O)N2CC(C)OC(C)C2)c1 (stereo not given)
→ -20.5%	-8.3%	6.2	-5.6%	2.6	3.5%[57.1 µM]	17.1%	0.0%
- Cc1ccc(-n2c(=O)c(C#N)cc3c(=O)n4ccccc4nc32)cc1C
→ 6.2%	-9.9%	.	-5.7%	-0.1	-11.6%	12.9%	3.9%
- CCCCc1c(C)[nH]c2nc3ccccc3n2c1=O
→ -4.7%	-9.8%	20.6	-9.6%	0.8	-18.2%	6.5%	-2.9%
- Cc1cccc(-n2c(SCc3ccc(C#N)cc3)nnc2-c2c[nH]c3ccccc23)c1
→ 1.2%	9.0%	-5.4	-1.5%	0.3	2.9%	.	5.5%
- Cc1csc(/N=C/c2ccc([N+](=O)[O-])cc2)n1
→ ?	-4.0%	-1.0	-0.6%	0.6	3.8%	4.7%	4.1%
- CCN(CC(=O)Nc1ccc(NC(C)=O)cc1)C(=O)c1cccc(Oc2ccccc2)c1
→ 5.9%	-8.6%	2.2	-2.3%	0.7	-2.3%	24.4%	7.8%
- CCOc1ccc(NC(=O)[C@@H](NC(=O)c2ccccc2Br)C(C)C)cc1
→ 2.1%	15.6%	-5.9	2.7%	-0.4	-1.0%	11.6%	-9.7%
- CN1CCC(=NNC(=O)C(=O)NCc2ccccc2)CC1
→ 10.5%	14.4%	.	-1.2%	0.3	-2.7%	-8.5%	-2.4%
- CC(=O)Nc1ccccc1OCCOc1ccc(Br)cc1
→ 3.7%	-21.2%	4.0	1.2%	-0.9	-12.8%	-1.7%	-19.4%
- O=C(Nc1ccnn1C1CCN(Cc2ccc(C#CCCO)cc2)CC1)c1cccc(F)c1
→ 1.3%	6.3%	0.0	-3.9%	-3.8	-4.6%	-6.7%	2.6%
- CCCn1c(C)cc(C(=O)COc2ccc(-c3nnco3)cc2)c1C
→ 2.2%	-8.2%	-9.7	-3.2%	1.3	-1.9%	28.1%	-2.7%
- COc1ccccc1NC(=O)CN1CCN(C(=O)C2CCCO2)CC1 (stereo not given)
→ -5.2%	1.8%	8.4	1.5%	0.9	-3.5%	.	6.1%
- CC1CN(C(=O)CCC(=O)NCc2cccnc2)c2ccccc2O1 (stereo not given)
→ 5.1%	-7.6%	1.8	-2.7%	0.9	7.6%	-25.4%	-19.2%
- COc1ccc(S(=O)(=O)n2nc(OC(C)=O)cc2N)cc1
→ 16.0%	-49.9%[inhibitor]	-3.8	?	-1.6	-11.0%[11.6 µM]	-13.6%	-20.7%
- C/C(=N\NC(=O)c1cccc(S(=O)(=O)Nc2ccc(C)cc2C)c1)c1ccncc1
→ -2.8%	-9.7%	3.1	-0.7%	-0.8	1.6%	13.5%	-5.7%
- Cc1cccc(Cc2c(C)nc3nc(SCC(=O)O)nn3c2C)c1
→ 9.8%	-6.9%	-2.5	-11.0%	0.4	-2.3%	7.2%	3.4%
- O=c1c2ccccc2oc2cc(NCCCN3CCOCC3)ccc12
→ -6.2%	2.8%	-8.3	-7.2%	-0.1	-7.2%	-17.1%	0.2%
- CCC(=O)Nc1ccc(NC(=S)Nc2ccccc2)cc1
→ -2.5%	8.4%	1.4	-2.0%	-1.2	3.6%	-6.9%	-4.4%
- CNC(=S)NNC(=O)Cc1ccc(OC)cc1
→ 5.4%	-6.2%	-1.5	-13.8%	1.4	-33.2%	-14.0%	3.7%
- O=C(CCCO)NC1Cc2ccccc2C1
→ -17.2%	-5.1%	3.4	1.8%	1.8	-5.8%	-6.5%	9.3%
- CN(CCc1ccccn1)C(=O)CC1C(=O)NCCN1Cc1cccc(F)c1 (stereo not given)
→ 18.4%	-4.1%	0.4	-2.0%	-1.2	8.5%	2.6%	-2.6%
- CC(C)c1nnc(SCC(=O)Nc2ccc3c(c2)OCO3)n1C
→ 13.1%	4.6%	-2.9	-12.0%	-2.6	3.0%	3.0%	6.8%
- O=[N+]([O-])c1cc(S(=O)(=O)N2CCCCC2)ccc1NCc1cccc(Cl)c1
→ -9.5%	4.2%	2.3	-6.5%	0.6	-31.6%	.	-8.8%
- O=C(NCC(c1ccc(F)cc1)N1CCOCC1)c1cc(F)c(F)c(F)c1F (stereo not given)
→ -18.6%	2.8%	1.9	0.4%	-4.0	6.4%[57.1 µM]	4.5%	-5.8%
- CCOC(=O)N1CCN(C(=O)CCCn2nnnc2CN2CCC(C)CC2)CC1
→ 15.4%	-2.9%	-0.8	-4.3%	-1.8	-1.8%[57.1 µM]	7.1%	-6.5%
- COc1ccc(-c2[nH]nc3c2C(c2ccsc2)C(C#N)=C(N)O3)cc1 (stereo not given)
→ 2.6%	9.4%	.	?	-2.1	-10.3%	25.7%	16.7%
- Cc1nnc(SCC(=O)Nc2sc3c(c2C(=O)c2ccccc2)CCCC3)s1
→ 24.7%	7.5%	2.6	0.9%	1.6	-34.3%[57.1 µM]	-9.0%	13.0%

Random excerpt: 5 compounds from above
Results follow in this order: EPAC1 antag	Abeta yeast res	PI5P4K alpha inh	PLK1 PBD inh	IL-2 act	WRN helicase inh	FUS yeast rescue	EPAC1 ag
- Cc1csc(/N=C/c2ccc([N+](=O)[O-])cc2)n1
→ ?	-4.0%	-1.0	-0.6%	0.6	3.8%	4.7%	4.1%
- Cc1cccc(-n2c(SCc3ccc(C#N)cc3)nnc2-c2c[nH]c3ccccc23)c1
→ 1.2%	9.0%	-5.4	-1.5%	0.3	2.9%	.	5.5%
- C=C(C)c1cccc(C(C)(C)NC(=O)N2CC(C)OC(C)C2)c1 (stereo not given)
→ -20.5%	-8.3%	6.2	-5.6%	2.6	3.5%[57.1 µM]	17.1%	0.0%
- COc1ccccc1NC(=O)CN1CCN(C(=O)C2CCCO2)CC1 (stereo not given)
→ -5.2%	1.8%	8.4	1.5%	0.9	-3.5%	.	6.1%
- NC(=O)CSc1nnc(-c2cccs2)n1-c1ccccc1
→ -23.4%	-4.5%	.	-4.5%	2.5	-10.0%	?	3.4%

Next part:
Results follow in this order: EPAC1 antag	Abeta yeast res	PI5P4K alpha inh	PLK1 PBD inh	IL-2 act	WRN helicase inh	FUS yeast rescue	EPAC1 ag
- CC(C)C1C(C#N)=C(N)SC(N)=C1C#N
→ -0.5%	3.8%	-9.4	-13.3%	-1.3	-3.9%	5.3%	4.0%
- O=C(Nc1nc(-c2ccc(S(=O)(=O)N3CCCCCC3)cc2)cs1)c1cccs1
→ -19.9%	8.9%	1.5	-1.9%	-2.0	-6.5%	14.3%	0.0%
- Cc1cc(NC(=O)CCCN2C(=O)c3cccnc3C2=O)no1
→ -10.4%	0.2%	?	2.99µM*	-0.8	25.2%	0.5%	4.7%
- CC1=CC(=C2C(=O)c3ccccc3C2=O)C=C(C)O1
→ 9.3%	4.1%	-7.6	-12.5%	-0.9	?	22.9%	7.7%
- O=[N+]([O-])c1ccc(N2CCN(S(=O)(=O)c3ccccc3)CC2)cc1NCCN1CCOCC1
→ 2.2%	14.4%	15.8	-0.6%	1.2	-18.9%[57.1 µM]	8.3%	1.4%
- C=CC[C@@H](CC(=O)N[C@@H](CO)Cc1ccccc1)C(=O)NC[C@@H](OC(=O)[C@@H](CC=C)Cc1ccc(F)cc1)c1ccccc1
→ -9.6%	12.1%	-2.2	1.1%	-0.3	15.3%	15.2%	9.9%
- CCOC(=O)Cn1c(=O)oc2cc(S(=O)(=O)NCc3ccccn3)ccc21
→ -10.8%	-16.5%	-6.2	-17.3%	-1.7	3.4%	-4.9%	-9.7%
- Cc1cc(=O)oc2cc(OCC(=O)N/N=C/c3ccccc3O)ccc12
→ -11.2%	-0.9%	-1.2	-13.3%	0.1	-1.4%	10.0%	6.8%
- CC1CCN(CC(=O)Nc2ccc(S(=O)(=O)N3C(C)CCCC3C)cc2)CC1 (stereo not given)
→ 3.4%	-7.9%	1.4	-1.4%	-0.3	-0.7%	18.9%	5.9%
- CC(=O)Nc1ccc(C(=O)Nc2ccc3c(c2)OCCO3)cc1
→ -9.3%	-16.4%	-5.4	-8.7%	0.7	2.2%	-3.6%	0.8%
- CCn1c(SC(=O)NC2CCCCC2)nnc1-c1cccs1
→ -0.5%	-9.0%	-6.8	2.67µM*	1.3	-4.6%	11.4%	7.1%
- Cc1c(NC(=O)/C(C#N)=C/c2ccc(-c3cc(Cl)ccc3Cl)o2)c(=O)n(-c2ccccc2)n1C
→ -28.1%	-3.2%	5.3	-9.1%	2.5	?	.	9.2%
- CCCCN(C(=O)C1CCC1)c1c(N)n(Cc2ccccc2)c(=O)[nH]c1=O
→ -11.5%	-17.0%	-10.1	0.8%	0.1	1.2%	-3.2%	0.3%
- COc1ccc2c(c1)CCC1=C2NC(=S)NC1c1ccc(N(C)C)cc1 (stereo not given)
→ -25.7%	-2.5%	4.2	-13.4%	-1.1	-3.7%	?	8.4%
- CCOC(=O)c1c(NC(=O)C2=C(C)NC(=S)NC2c2ccc(F)cc2)sc(C)c1C (stereo not given)
→ -11.8%	4.6%	2.2	?	-3.6	-7.3%	4.1%	13.6%
- O=C(CN1CCN(c2ncccn2)CC1)N(Cc1ccccc1)c1ccc(F)cc1
→ -18.8%	11.2%	.	-1.2%	-2.2	-6.6%	-7.9%	5.1%
